Casp6 inh – inhibitors of human caspase-6; purified caspase-6, Z-VEID-R110 cleavage fluorescence; inhibition, % at 12.5 µM; actives 0.53% (n = 350,000); AID 686996; P55212;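 active = mean inhibition across replicates at least about 35%, with every replicate also reaching that limit, limit read from the data; inconclusive = only one of the two criteria met; inactive = neither criterion met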;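 also: 0% = median of neutral control wells and 100% = no fluorescence left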
Target sequence (P55212 24-179 limits assumed): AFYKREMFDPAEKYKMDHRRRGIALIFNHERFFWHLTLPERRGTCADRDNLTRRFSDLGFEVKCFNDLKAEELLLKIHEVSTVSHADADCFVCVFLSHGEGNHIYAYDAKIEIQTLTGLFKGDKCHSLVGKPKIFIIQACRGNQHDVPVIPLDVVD
Target sequence (P55212 194-293 limits assumed): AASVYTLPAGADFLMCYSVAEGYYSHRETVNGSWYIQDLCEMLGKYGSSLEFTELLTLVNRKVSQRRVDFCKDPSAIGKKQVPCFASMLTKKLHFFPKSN
CFTR F508del cor – CFTR F508del correction in bronchial cells; activity (quench increase), % at 7.58 µM; CFBE cells, YFP halide quenching; stimulated with forskolin plus potentiator P3; % fluorescence drop versus neutral controls; actives 0.36% (n = 350,000);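 active = mean added fluorescence quench of at least 8% versus neutral control, with both replicates also reaching 8%; inconclusive = only one of the mean or replicate conditions met; inactive = mean below 8% and not both replicates reaching 8%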;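 also: cells transiently co-express mutant CFTR-F508del with the halide-sensitive YFP; corrector assay measuring rescue of mutant channel to the surface after 24 h compound exposure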
SIRT5 inh – blocks human SIRT5 desuccinylation of peptide; AID 652115; inhibition, % at 15 µM; actives 1.1% (n = 330,000); Purified SirT5, succinyl-peptide AMC, trypsin-coupled fluorescence; Q9NXA8; in the data active = inhibition above about 15%; inconclusive = no clear call, values can overlap the other calls
Target sequence (Q9NXA8 whole entry, looked up): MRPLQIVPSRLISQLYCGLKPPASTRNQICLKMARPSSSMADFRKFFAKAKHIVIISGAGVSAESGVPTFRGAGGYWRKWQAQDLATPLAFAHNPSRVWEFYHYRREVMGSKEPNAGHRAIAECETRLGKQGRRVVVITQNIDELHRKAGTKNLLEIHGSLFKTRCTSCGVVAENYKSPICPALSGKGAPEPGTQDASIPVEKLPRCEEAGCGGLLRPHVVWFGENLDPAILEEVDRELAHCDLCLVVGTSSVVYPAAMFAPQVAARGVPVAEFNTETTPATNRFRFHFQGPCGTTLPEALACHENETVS
DENV2 CPE – inhibitors of DENV2 cytopathic effect | DENV2-infected cells, cytopathic effect rescue, plate reader | CPE inhibition, % at 9.99 µM | actives 1.7% (n = 350,000); in the data active = CPE inhibition above about 20%, passing the limit was not always enough; inconclusive = no clear call, values can overlap the other calls; tested in BHK-21 cells;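 also: 0% = median of neutral control wells and 100% = median of positive control wells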
ERp5 block – inhibitors of human ERp5; Q15084; ERp5 insulin aggregation, absorbance 650 nm, 90 min; inhibition, % at 9.99 µM; actives 0.05% (n = 350,000); AID 651711;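 active = mean replicate inhibition above about 25%, with every replicate also reaching it, limit read from the data, passing the limit was not always enough; inconclusive = only one of those two criteria met; inactive = neither criterion met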
Target sequence (Q15084 whole entry, looked up): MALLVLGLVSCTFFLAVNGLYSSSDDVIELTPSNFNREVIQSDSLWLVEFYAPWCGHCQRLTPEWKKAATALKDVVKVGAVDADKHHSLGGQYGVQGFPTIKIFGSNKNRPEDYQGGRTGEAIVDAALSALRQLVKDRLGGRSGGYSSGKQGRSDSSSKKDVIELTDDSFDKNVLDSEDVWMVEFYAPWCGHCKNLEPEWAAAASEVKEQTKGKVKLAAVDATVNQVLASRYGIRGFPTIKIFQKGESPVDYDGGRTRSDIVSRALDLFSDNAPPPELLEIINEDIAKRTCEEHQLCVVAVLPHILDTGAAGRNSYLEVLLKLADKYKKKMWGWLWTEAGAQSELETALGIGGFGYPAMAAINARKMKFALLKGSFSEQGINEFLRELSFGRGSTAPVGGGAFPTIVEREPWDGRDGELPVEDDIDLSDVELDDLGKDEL
ERAP1 inh – inhibitors of human ERAP1 aminopeptidase. Q9NZ08. AID 652197. actives 0.15% (n = 340,000). inhibition, % at 10.7 µM. recombinant ERAP1, Leu-AMC fluorescence, 60 min;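 active = mean replicate inhibition of at least 30%, or all replicates individually reaching that 30% level; inactive = mean below 30% and not every replicate reaching it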;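 also: 0% = neutral control wells and 100% = L-leucinethiol positive control wells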
miR122 inh – miR-122 inhibition in Huh7 cells; Huh7 miR-122 Renilla luciferase sensor, 48 h; neutral wells = 0, positive control = 100; AID 602342; actives 0.3% (n = 340,000); activation (reporter increase), % at 12.5 µM;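 active = mean replicate activation score at least 90 and every replicate individually at or above 90; inconclusive = only one of the two criteria met; inactive = neither criterion met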;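 also: higher luciferase means less miR-122 activity so hits act as miR-122 inhibitors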
The depositor's hits bear a star; [ ] = dose if it differs, or a comment.

Results for O=C(Cc1ccc(Cl)cc1)N/N=C/c1cccc(O)c1 ?
Casp6 inh: 1; CFTR F508del cor: -1.7; SIRT5 inh: -3; DENV2 CPE: -1; ERp5 block: 3; ERAP1 inh: -1; miR122 inh: -1

How did CC(=O)Nc1ccc(NC(=O)C2CCN(c3ccc(C(F)(F)F)cn3)CC2)cc1 do in these assays?
Casp6 inh: 2; CFTR F508del cor: -6.0; SIRT5 inh: 0; DENV2 CPE: 0; ERp5 block: 5; ERAP1 inh: -5

What do the screens show for `COc1ccc2oc(/C=C/N(C)C)c(C(=O)c3ccc(Cl)cc3)c2c1`?
Casp6 inh: 0; CFTR F508del cor: 4.0; SIRT5 inh: -1; DENV2 CPE: 2; ERp5 block: -2; ERAP1 inh: 2

Results for C[C@H]1CN([C@@H](C)CO)C(=O)c2cc(C#Cc3ccccn3)cnc2O[C@@H]1CN(C)Cc1ccncc1 ?
Casp6 inh: -3; CFTR F508del cor: -1.1; SIRT5 inh: 2; DENV2 CPE: -5; ERp5 block: -3; ERAP1 inh: -2; miR122 inh: -4[16.7 µM]

What do the screens show for `Cc1cc(NC(=O)CCNS(=O)(=O)c2ccc3[nH]c(=O)oc3c2)ccc1Br`?
Casp6 inh: 4; CFTR F508del cor: -0.2; SIRT5 inh: -6; DENV2 CPE: 3; ERp5 block: 2; ERAP1 inh: 0; miR122 inh: -4

Results for CCC(=O)Nc1ccc2c(c1)OC[C@@H](C)N(C(=O)Cc1cccnc1)C[C@@H](C)[C@H](OC)CN(C)C2=O ?
Casp6 inh: 2; CFTR F508del cor: 0.1; SIRT5 inh: -6; DENV2 CPE: 27*; ERp5 block: 2; ERAP1 inh: 0

How did Cc1cc2c(cc1S(=O)(=O)N1CCN(c3ccccc3)CC1)OCCN2C do in these assays?
Casp6 inh: -1; CFTR F508del cor: -5.3; SIRT5 inh: 2; DENV2 CPE: -7; ERp5 block: -8; ERAP1 inh: 2; miR122 inh: 69

What do the screens show for `O=C(COc1ccccc1[N+](=O)[O-])Nc1ccc2oc(=O)ccc2c1`?
Casp6 inh: -4; CFTR F508del cor: 0.2; SIRT5 inh: 0; DENV2 CPE: inconclusive; ERp5 block: -6; ERAP1 inh: 2

Results for CC(=O)Nc1ccc(NC(=O)CSc2ncc(C(=O)Nc3ccccc3)c(=O)n2C)cc1 ?
Casp6 inh: 1; CFTR F508del cor: -1.4; SIRT5 inh: -4; DENV2 CPE: -6; ERp5 block: 3; ERAP1 inh: -1; miR122 inh: 4

Results for C[C@@H]1CN([C@@H](C)CO)C(=O)c2cc(-c3ccncc3)cnc2O[C@@H]1CN(C)C(=O)c1cccc(F)c1 ?
Casp6 inh: 6; CFTR F508del cor: -3.2; SIRT5 inh: -2; DENV2 CPE: 5; ERp5 block: -1; ERAP1 inh: 0; miR122 inh: 0[16.7 µM]

Results for CCOc1cccc(C2C(C(=O)c3ccc(C)o3)=C(O)C(=O)N2CCCn2ccnc2)c1 (configuration not stated) ?
Casp6 inh: 1; CFTR F508del cor: -5.8; SIRT5 inh: -1; DENV2 CPE: 13; ERp5 block: -1; ERAP1 inh: 6; miR122 inh: -5

What do the screens show for `COc1cccc(CN(Cc2cccnc2)S(=O)(=O)c2ccc(-n3cnnn3)c(C)c2)c1`?
Casp6 inh: 6; CFTR F508del cor: -1.6; SIRT5 inh: -7; DENV2 CPE: 1; ERp5 block: -4; ERAP1 inh: -4; miR122 inh: 14

What do the screens show for `CC(C)CC#Cc1cnc2c(c1)C(=O)N([C@@H](C)CO)C[C@@H](C)[C@@H](CN(C)C(=O)c1cccc(F)c1)O2`?
Casp6 inh: 1; CFTR F508del cor: -0.3; SIRT5 inh: 2; DENV2 CPE: -10; ERp5 block: -1; ERAP1 inh: -2; miR122 inh: 4[16.7 µM]

How did CCCCS(=O)(=O)N1CCCC(C(=O)Oc2ccccc2OC)C1 (configuration not stated) do in these assays?
Casp6 inh: 3; CFTR F508del cor: -0.6; SIRT5 inh: 0; DENV2 CPE: 0; ERp5 block: 3; ERAP1 inh: 1; miR122 inh: -1

How did O=C(NCc1ccc2c(c1)OCO2)c1nnc(Cc2ccc(Cl)cc2)o1 do in these assays?
Casp6 inh: 2; CFTR F508del cor: 1.8; DENV2 CPE: 11; ERp5 block: 0; ERAP1 inh: 4; miR122 inh: -1

What do the screens show for `COc1ccccc1N1CCN(/N=C/c2cccc(Cl)c2)CC1`?
Casp6 inh: 1; CFTR F508del cor: -2.9; SIRT5 inh: 2; DENV2 CPE: -3; ERp5 block: 8; ERAP1 inh: 0; miR122 inh: -19

What do the screens show for `N#CCC(=O)N/N=C\c1cccc(OC/C=C/c2ccccc2)c1`?
Casp6 inh: -3; CFTR F508del cor: 1.0; SIRT5 inh: -1; DENV2 CPE: 7; ERp5 block: -2; ERAP1 inh: 4; miR122 inh: 3

Results for Cc1cc(=O)oc2cc(NC(=O)c3cc([N+](=O)[O-])ccc3N3CCOCC3)ccc12 ?
Casp6 inh: 6; CFTR F508del cor: 2.1; SIRT5 inh: 0; DENV2 CPE: -1; ERp5 block: -1; ERAP1 inh: -1

Results for CC1(C)OC2CC3C4CC=C5CC(O)CCC5(C)C4CCC3(C)C2(C(=O)CO)O1 (configuration not stated) ?
Casp6 inh: 0; CFTR F508del cor: -3.4; SIRT5 inh: 2; DENV2 CPE: -1; ERp5 block: 9; ERAP1 inh: -2; miR122 inh: -1

Results for C[C@H](O)C#Cc1cnc2c(c1)C(=O)N([C@@H](C)CO)C[C@@H](C)[C@@H](CN(C)CC1CCOCC1)O2 ?
Casp6 inh: -3; CFTR F508del cor: -2.3; SIRT5 inh: 1; DENV2 CPE: -5; ERp5 block: 2; ERAP1 inh: 0; miR122 inh: 18[16.7 µM]

How did Cc1cccc(CN2[C@@H](C)[C@H](c3ccccc3)Oc3cc(Br)ccc3S2(=O)=O)c1 do in these assays?
Casp6 inh: 0; CFTR F508del cor: 0.8; SIRT5 inh: -3; DENV2 CPE: -16; ERp5 block: 1; ERAP1 inh: -1

Results for CCOc1cc(/C=N/NC(=O)c2nnn(-c3nonc3N)c2C)ccc1OCc1cccc(F)c1 ?
Casp6 inh: 0; CFTR F508del cor: -1.2; SIRT5 inh: -5; DENV2 CPE: -1; ERp5 block: 2; ERAP1 inh: -1

What do the screens show for `Cc1cccc(/C(N)=N/OC(=O)c2ccccc2Cl)c1`?
Casp6 inh: 1; CFTR F508del cor: -0.5; SIRT5 inh: -4; DENV2 CPE: 1; ERp5 block: -3; ERAP1 inh: -2; miR122 inh: 9

What do the screens show for `Cc1cccc(NC(=O)CSCC(=O)Nc2cccc(S(=O)(=O)N3CCCCCC3)c2)c1`?
Casp6 inh: 0; CFTR F508del cor: -1.0; SIRT5 inh: 0; DENV2 CPE: 12; ERp5 block: 0; ERAP1 inh: 5

How did O=C(O)c1ccc(NCc2nc3cc4ccccc4cc3[nH]2)cc1 do in these assays?
Casp6 inh: 9; CFTR F508del cor: 4.7; DENV2 CPE: 5; ERp5 block: -7; ERAP1 inh: -33; miR122 inh: -2

What do the screens show for `COc1ccc2c3c([nH]c2c1)[C@@H](CO)N(CC1CCCC1)CC31CN(C)C1`?
Casp6 inh: -5; CFTR F508del cor: 3.0; SIRT5 inh: -1; DENV2 CPE: -6; ERp5 block: 4; ERAP1 inh: -1

What do the screens show for `Cc1ccc(S(=O)(=O)Nc2ccc3c(c2)C(=O)N([C@H](C)CO)C[C@H](C)[C@@H](CN(C)S(=O)(=O)c2cccs2)OCCCC[C@@H](C)O3)cc1`?
Casp6 inh: 0; CFTR F508del cor: 1.0; SIRT5 inh: -1; DENV2 CPE: 15; ERp5 block: 0; ERAP1 inh: 2; miR122 inh: -6[16.7 µM]

How did COc1ccc2c(Cl)c(C(=O)NCCc3ccc(S(N)(=O)=O)cc3)sc2c1 do in these assays?
Casp6 inh: 4; CFTR F508del cor: 4.6; SIRT5 inh: -1; DENV2 CPE: -4; ERp5 block: -5; ERAP1 inh: 2; miR122 inh: -5

Results for O=C(O)c1cccc2c(-c3ccccc3)c(-c3ccccc3)[nH]c12 ?
Casp6 inh: 9; CFTR F508del cor: -0.6; SIRT5 inh: 2; DENV2 CPE: -4; ERp5 block: -10; ERAP1 inh: 1; miR122 inh: 10

Results for Cc1ccc(NC(=O)CN2C(=O)NC3(CCCc4ccccc43)C2=O)c(Cl)c1 (configuration not stated) ?
Casp6 inh: 0; CFTR F508del cor: 0.6; SIRT5 inh: -4; DENV2 CPE: 11; ERp5 block: -8; ERAP1 inh: 1; miR122 inh: 0

Results for O=C(NCc1ccccc1)c1cccc2c1C(=O)c1ccc(/C=C/c3ccccc3)cc1S2(=O)=O ?
CFTR F508del cor: 1.1; DENV2 CPE: 7; ERp5 block: -4; ERAP1 inh: 1; miR122 inh: -7

Results for Cc1ccc(NC(=O)CS(=O)(=O)c2cn(C)c3ccccc23)c(C)c1 ?
Casp6 inh: -2; CFTR F508del cor: -0.1; DENV2 CPE: -3; ERp5 block: 5; ERAP1 inh: 0; miR122 inh: 3

What do the screens show for `O=C(N/N=C\c1cc(Br)c(Br)o1)C1COc2ccccc2O1` (configuration not stated)?
Casp6 inh: 6; CFTR F508del cor: -1.5; SIRT5 inh: -5; DENV2 CPE: 5; ERp5 block: 0; ERAP1 inh: -2

What do the screens show for `C[C@@H]1CN([C@H](C)CO)C(=O)c2cc(NC(=O)CCC(F)(F)F)ccc2O[C@@H]1CN(C)C(=O)Nc1ccccc1`?
Casp6 inh: 3; CFTR F508del cor: 1.5; SIRT5 inh: 8; DENV2 CPE: 12; ERp5 block: -5; ERAP1 inh: -1; miR122 inh: 37[16.7 µM]

Results for COc1ccc(NC(=O)Nc2ccc3c(c2)[C@@H]2C[C@@H](CC(=O)N4CCOCC4)O[C@H](CO)[C@@H]2O3)cc1 ?
CFTR F508del cor: -2.1; DENV2 CPE: -5; miR122 inh: 4[16.7 µM]

How did C[C@@H]1CCCCO[C@H](CN(C)S(=O)(=O)c2cn(C)cn2)[C@H](C)CN([C@@H](C)CO)C(=O)c2cc(NC(=O)C3CCCCC3)ccc2O1 do in these assays?
Casp6 inh: -1; CFTR F508del cor: -0.8; SIRT5 inh: -2; DENV2 CPE: -1; ERp5 block: -9; ERAP1 inh: -2; miR122 inh: 16[16.7 µM]

Results for O=C(C[C@H]1C=C[C@@H](NS(=O)(=O)c2ccc(F)cc2)[C@H](CO)O1)NCCN1CCCCC1 ?
Casp6 inh: -3; CFTR F508del cor: 1.7; SIRT5 inh: 3; DENV2 CPE: 7; ERp5 block: -1; ERAP1 inh: 0

Results for O=C(Cn1cnc2ccccc2c1=O)Nc1nc2ccccc2s1 ?
Casp6 inh: -1; CFTR F508del cor: -0.8; SIRT5 inh: 1; DENV2 CPE: 0; ERp5 block: 3; ERAP1 inh: 6

Results for N#CC1=C(S)N(c2ccccc2)C(c2cccs2)NC1=O (configuration not stated) ?
Casp6 inh: 3; CFTR F508del cor: -6.6; SIRT5 inh: -1; DENV2 CPE: 15; ERp5 block: -1; ERAP1 inh: -1

What do the screens show for `O=C(NCc1cccc(Br)c1)C1CC(c2ccc(C(F)(F)F)cc2)=NO1` (configuration not stated)?
Casp6 inh: 0; CFTR F508del cor: -1.1; DENV2 CPE: -2; ERp5 block: 19; miR122 inh: 0

How did COc1ccc(OC)c(/C=N/NC(=O)c2[nH]ncc2Br)c1 do in these assays?
Casp6 inh: 2; CFTR F508del cor: -0.3; SIRT5 inh: -6; DENV2 CPE: 1; ERp5 block: -3; ERAP1 inh: -2; miR122 inh: -1

How did Cc1ccc(-n2nnc3c(=O)n(CC(=O)NCc4ccccc4)cnc32)cc1 do in these assays?
Casp6 inh: 1; CFTR F508del cor: 1.4; SIRT5 inh: -6; DENV2 CPE: 10; ERp5 block: -3; ERAP1 inh: 2; miR122 inh: 2

How did CCCC(=O)Nc1ccc2c(c1)C(=O)N(C)[C@H]1CC[C@@H](CC(=O)N3CCc4ccccc4C3)O[C@H]1CO2 do in these assays?
CFTR F508del cor: 2.9; DENV2 CPE: 0; miR122 inh: 38[16.7 µM]

Compound activity (PubChem BioAssay)
